Compound activity from PubChem.
Integrin act MD: activators of alpha7 integrin expression for muscular dystrophy; alpha7betagal myoblasts, beta-gal FDG fluorescence, 48 h; Potency, µM (highest dose often 38.3 µM), for inactives: at the highest dose activation, usual class: activators; 350,000 compounds, 0.064% hits;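 further: potency means the concentration at half of the fitted maximal effect; 100% = response of the positive control SU9516; nearly all actives have a fitted effect of over 60% in size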
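alpha7betagal+/- myoblasts (passage 13, 250/well) treated 48 h at 37C with compounds at 1:260 dilution of DMSO stock. Lysed, then beta-galactosidase activity read as FDG fluorescence (ex 480/em 540) after 30 min, with pre-read for autofluorescence.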
B2AR arrestin: beta2AR (human) beta-arrestin recruitment activity. P07550. beta-arrestin recruitment to beta2AR, cell-based reporter. Potency, µM (top dose mostly 46.1 µM), for inactives: at the top dose activation, hits mostly activators. 330,000 compounds, 0.02% hits. AID 492947;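 further: potency means the concentration at half of the fitted maximal effect; 0% = DMSO controls and full agonism = EC100 isoproterenol or metaproterenol; nearly all actives have a fitted effect of over 65% in size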
Menin-MLL TR inh: menin-MLL binding inhibition, Texas Red mutant peptide | 270,000 compounds, 0.23% hits | Potency, µM (doses to about 61.6 µM), for inactives: at the top dose FP activity change, negative = inhibition, actives largely listed as inhibitors | Menin + Texas Red MLL mutant peptide, fluorescence polarization | O00255 | AID 1768; active means well fitted inhibition curve with a large enough effect in the polarisation, with a control signal flat, not every such curve was filed as active; inconclusive means small, poorly fitted or top-dose-only effect, or effect the other way, or a change in a side signal; inactive means no such curve, though single readings can be large or run the other way; the % refers to the polarisation; further: potency means the concentration at half of the fitted maximal effect; % of control where 0% means no effect; many of its hits are not listed in these tables
Coupling enz: coupling enzyme interference in Giardia aldolase counter-screen. 290,000 compounds, 0.67% hits. coupling enzyme system counterscreen, AmpLite Red fluorescence. activity change, negative = inhibition, % at 58.2 µM, hits read low. AID 2472; in the data active means activity change below about -30%; further: on the % scale 0 is the no-effect control and ±100 the full control effect
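Counterscreen lacking aldolase: glyceraldehyde-3-phosphate coupling-enzyme reagent preincubated 10 min at RT with compound (at 57.5 uM final), then substrate/coupling system with AmpLite Red added; fluorescence read at 525/598 nm after 20 min RT.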
PKM2 activator: activators of human pyruvate kinase M2; purified PKM2, Kinase-Glo ATP luminescence, activation; response scale: 0% is enzyme alone, no compound; 260,000 compounds, 0.34% hits; Potency, µM (titrated, usually from 57.5 µM), for inactives: at the highest dose activation, most hits filed as activators; further: potency means the concentration at half of the fitted maximal effect; on the % scale 0 is the no-effect control and ±100 the full control effect; nearly all actives have a fitted effect of over 55% in size
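hPK-M2, >95% pure; 0.1 mM ADP / 0.5 mM PEP final; imidazole pH7.2 buffer w/ 7 mM MgCl2, 50 mM KCl; 1 h RT; Kinase-Glo lum. Intermediate enzyme activity for dual inhibitor/activator qHTS.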
Chronic BCR inh: inhibitors of chronic active B-cell receptor signaling. ABC-DLBCL IkBa-CBG/CBR reporter, luminescence ratio, 4 h. Potency, µM (top dose mostly 46.1 µM), for inactives: at the top dose ratio change, negative = lower green/red ratio, hits mostly inhibitors. 340,000 compounds, 0.05% hits; active means well fitted inhibition curve with a large enough effect in the signal ratio, with a control signal flat, not every such curve was filed as active; inconclusive means small, poorly fitted or top-dose-only effect, or effect the other way, or a change in a side signal; the % refers to the signal ratio;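 further: potency means the concentration at half of the fitted maximal effect; plate controls were basal doxycycline-induced cells for no effect and cells given 10 µM MG132 for full effect; MG132 reads +100%, hits lower the ratio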
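TMD8 human ABC-DLBCL cells with doxycycline-inducible IκBα–green luciferase fusion and unfused red luciferase, in 0.5% FBS medium; compounds up to 46 uM, 4 h at 37C. Green/red luminescence ratio, filter-overlap corrected, fitted to concentration-response curves.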
S-ASM inh: inhibitors of human secretory acid sphingomyelinase | P17405 | placental ASM, HMU-PC fluorogenic substrate, 60 min | Potency, µM (highest dose often 57.5 µM), for the others: at the top dose activity change, negative = inhibition, most hits filed as inhibitors | 340,000 compounds, 0.006% hits; further: potency means the concentration at half of the fitted maximal effect
Target sequence (P17405 47-631 limits assumed): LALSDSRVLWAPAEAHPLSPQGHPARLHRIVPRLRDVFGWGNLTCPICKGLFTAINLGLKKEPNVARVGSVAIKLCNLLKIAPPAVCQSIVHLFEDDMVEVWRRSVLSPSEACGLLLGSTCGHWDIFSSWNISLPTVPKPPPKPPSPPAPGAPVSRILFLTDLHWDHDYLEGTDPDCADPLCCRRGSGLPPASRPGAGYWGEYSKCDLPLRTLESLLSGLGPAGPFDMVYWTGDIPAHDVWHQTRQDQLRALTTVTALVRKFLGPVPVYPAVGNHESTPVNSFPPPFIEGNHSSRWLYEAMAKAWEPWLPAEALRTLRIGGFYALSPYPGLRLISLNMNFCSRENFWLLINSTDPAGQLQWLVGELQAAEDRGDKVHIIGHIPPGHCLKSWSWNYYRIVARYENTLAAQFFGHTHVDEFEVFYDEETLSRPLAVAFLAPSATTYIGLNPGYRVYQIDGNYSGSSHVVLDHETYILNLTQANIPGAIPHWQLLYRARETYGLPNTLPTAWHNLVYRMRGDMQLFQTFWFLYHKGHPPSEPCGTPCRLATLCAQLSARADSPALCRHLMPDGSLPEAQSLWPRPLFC
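Human placenta-derived ASM preincubated with compound 10 min at room temperature, then reacted with 9 uM (final) fluorogenic HMU-PC substrate for 60 min at 37 C. Stop solution raises pH to 10; fluorescence read at Ex 386/Em 447 nm.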
PTAP TSG101 blk: blocks PTAP/TSG101 interaction to inhibit HIV-1 budding; Q99816; Fluorescence polarization, FITC-PTAP peptide / Tsg101 binding; AID 493005; Potency, µM (doses to about 115 µM), inactives show top-dose activity change, negative = inhibition, hits mostly inhibitors; 340,000 tested, under 10 active; active means well fitted inhibition curve with a large enough effect in the main read-out, with a control signal flat, not every such curve was filed as active; inconclusive means small, poorly fitted or top-dose-only effect, or effect the other way, or a change in a side signal; inactive means no such curve, though single readings can be large or run the other way; further: potency means the concentration at half of the fitted maximal effect; % of control where 0% means no effect
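FP read-out: FITC-PTAP peptide, 50 nM final, binding Tsg101 binding domain, 10 uM final; 20 min, r.t.; 10 mM HEPES pH 7.5, 0.15 M NaCl, 0.01% Tween 20, 3 mM EDTA, 0.1 mM TCEP.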
GALK inh: inhibitors of human galactokinase; P51570; Purified GALK, Kinase-Glo residual ATP luminescence; Potency, µM (highest dose often 57.5 µM), without a hit: top-dose activity change, negative = inhibition, hits mostly inhibitors; AID 1868; 270,000 compounds, 0.007% hits; further: potency means the concentration at half of the fitted maximal effect; on the % scale 0 is the no-effect control and ±100 the full control effect
Target sequence (P51570 whole entry, looked up): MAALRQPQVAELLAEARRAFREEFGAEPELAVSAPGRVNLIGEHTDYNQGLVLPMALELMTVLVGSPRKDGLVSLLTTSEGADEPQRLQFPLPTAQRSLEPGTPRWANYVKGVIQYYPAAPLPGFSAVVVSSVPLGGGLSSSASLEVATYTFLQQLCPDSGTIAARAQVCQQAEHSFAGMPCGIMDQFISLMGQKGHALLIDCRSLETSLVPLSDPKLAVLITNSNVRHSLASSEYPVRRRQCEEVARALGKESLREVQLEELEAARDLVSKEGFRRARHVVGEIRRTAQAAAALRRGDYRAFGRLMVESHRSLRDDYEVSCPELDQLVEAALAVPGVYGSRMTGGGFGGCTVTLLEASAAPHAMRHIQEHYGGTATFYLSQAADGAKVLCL
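Galactose (100 uM) and ATP (35 uM) were turned over by 5 nM GALK for 1 h at RT. Kinase-Glo Plus then converted the remaining ATP into a luminescent signal.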
Tb PFK block: blocks T. brucei phosphofructokinase; O15648; T. brucei PFK, ADP-Glo luminescence; Potency, µM (series often up to 57.5 µM), for the others: top-dose activity, negative = inhibition, hits mostly inhibitors; 330,000 compounds, 0.17% hits;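 further: potency means the concentration at half of the fitted maximal effect; 0% = uninhibited 1x PFK enzyme wells and -100% = no-enzyme wells; nearly all actives have a fitted effect of over 60% in size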
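1.25 nM PFK with 0.5 mM F6P and 0.1 mM ATP in 0.1 M TEA pH 8.0, 5 mM MgCl2, incubated 45 min at room temperature; ADP measured by ADP-Glo luminescence; compounds titrated up to 57 uM.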
Giardia killer: Giardia lamblia killing. Giardia lamblia trophozoite viability. activity change, % at 7.66 µM, hits read low. 340,000 compounds, 0.15% hits; in the data active means activity change below about -80%; inconclusive means between about -30% and that limit;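 further: parasites exposed to compound for two days anaerobically before the ATP read; on the % scale 0 is the no-effect control and ±100 the full control effect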
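Viability, read as ATP luminescence: trophozoites at 100 cells/well, compound added, 48 hrs anaerobic at 37 deg C, then 15-30 min room-temperature development before reading.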
An asterisk follows results filed as active; ? = inconclusive; . = not tested or not shown; [ ] = remark or other dose. Unless noted, the call rests on the fitted dose curve; in most records, active means well fitted curve in the direction sought with a large enough effect; inconclusive means small, poorly fitted or top-dose-only effect, or another doubt; inactive means no such curve, though single readings can be large; an effect the other way counts as inactive or inconclusive.

SMILES	Integrin act MD	B2AR arrestin	Menin-MLL TR inh	Coupling enz	PKM2 activator	Chronic BCR inh	S-ASM inh	PTAP TSG101 blk	GALK inh	Tb PFK block	Giardia killer
Cc1ccc(S(=O)(=O)N2CCC(C(=O)N[C@@H](C)C(=O)NC3CCS(=O)(=O)C3)CC2)cc1 (stereo partly drawn)	.	-0.2%	6%	2	3%	5%	.	.	1%	2%	.
COc1cccc(C(=O)OCC(=O)Nc2ccc(N3CCOCC3)cc2)c1	-5%	-2.0%	.	.	.	-2%	2%	3%	.	-7%	6
COc1ccc(S(=O)(=O)N2CCCCC2)cc1NC(=S)Nc1ccccc1	0%	-0.9%	0%	-1	1%	?	2%	-1%	4%	7%	-7
Cc1cc2nc(CCN(Cc3cccnc3)C(=S)Nc3ccccc3)[nH]c2cc1C	-20%	0.0%	?	-2	-4%	-1%	1%	-5%	0%	-2%	22
O=C(CSc1nnc(-c2ccccc2)n1Cc1ccccc1)NNC(=O)c1ccccc1O	-28%	-1.6%	-12%	8	-4%	6%	-1%	-2%	-3%	-2%	18
CN(c1ccccc1)S(=O)(=O)c1cccc(C(=O)Nc2ncn[nH]2)c1	-29%	-0.6%	.	2	-4%	-1%	-4%	-3%	1%	3%	12
Cc1ccc(NC(=O)COc2ncnc3ccccc23)cc1S(=O)(=O)N1CCOCC1	-3%	-0.3%	11%	1	0%	?	-1%	-2%	-2%	0%	7
CCN(CC(=O)Nc1ccc2c(c1)OCCO2)C(=O)/C=C/c1cccc(OC)c1OC	-5%	-0.9%	.	.	.	-14%	-1%	-4%	.	-6%	6
COc1ccc2c(c1)oc(=O)c1ccccc12	-14%	3.3%	7%	1	0%	8%	7%	-6%	13%	-1%	-12
O=C(COC(=O)c1cc2ccccc2cc1O)c1ccccc1	5%	0.2%	.	.	2%	5%	-1%	-2%	0%	1%	15
N#Cc1ccccc1OCC(=O)Nc1ccccc1C(=O)NC1CC1	-4%	0.0%	.	.	.	-15%	-4%	-7%	.	0%	16
O=C(Nc1ccccc1)c1ccc(CSc2ccccn2)cc1	-3%	0.3%	16%	-1	-26%	?	-2%	-9%	0%	-6%	1
O=C(CONS(=O)(=O)c1ccc(Cl)cc1)NCCNc1ncc(C(F)(F)F)cc1Cl	2%	0.0%	26%	-1	-1%	?	-10%	-5%	-2%	11%	-9
COC(=O)c1c(NC(=O)COC(=O)c2ccccc2O)sc2c1CCCCC2	9%	-0.6%	-10%	0	-18%	-1%	0%	-1%	.	-4%	-27
Fc1ccc(CNC(=S)NC2CCCCC2)cc1	-47%[inhibitor]	0.0%	11%	0	1%	2%	4%	-4%	6%	-4%	-21

Some of the entries above, set out differently:
The line under a structure holds: Integrin act MD	B2AR arrestin	Menin-MLL TR inh	Coupling enz	PKM2 activator	Chronic BCR inh	S-ASM inh	PTAP TSG101 blk	GALK inh	Tb PFK block	Giardia killer
COc1ccc2c(c1)oc(=O)c1ccccc12
→ -14%	3.3%	7%	1	0%	8%	7%	-6%	13%	-1%	-12
O=C(COC(=O)c1cc2ccccc2cc1O)c1ccccc1
→ 5%	0.2%	.	.	2%	5%	-1%	-2%	0%	1%	15
N#Cc1ccccc1OCC(=O)Nc1ccccc1C(=O)NC1CC1
→ -4%	0.0%	.	.	.	-15%	-4%	-7%	.	0%	16
O=C(Nc1ccccc1)c1ccc(CSc2ccccn2)cc1
→ -3%	0.3%	16%	-1	-26%	?	-2%	-9%	0%	-6%	1
O=C(CONS(=O)(=O)c1ccc(Cl)cc1)NCCNc1ncc(C(F)(F)F)cc1Cl
→ 2%	0.0%	26%	-1	-1%	?	-10%	-5%	-2%	11%	-9
COC(=O)c1c(NC(=O)COC(=O)c2ccccc2O)sc2c1CCCCC2
→ 9%	-0.6%	-10%	0	-18%	-1%	0%	-1%	.	-4%	-27
Fc1ccc(CNC(=S)NC2CCCCC2)cc1
→ -47%[inhibitor]	0.0%	11%	0	1%	2%	4%	-4%	6%	-4%	-21

New compounds follow.
SMILES	Integrin act MD	B2AR arrestin	Menin-MLL TR inh	Coupling enz	PKM2 activator	Chronic BCR inh	S-ASM inh	PTAP TSG101 blk	GALK inh	Tb PFK block	Giardia killer
COCCN1C(=O)N(c2cccc(C)c2)C(=O)C1CC(=O)Nc1cc(OC)cc(OC)c1 (stereo not drawn)	6%	-0.1%	-15%	1	-15%	-13%	-2%	-4%	0%	1%	1
CCOC(=O)c1csc(NC(=O)CN2CCN(C)CC2)n1	-4%	-0.6%	2%	2	.	0%	0%	-1%	1%	-7%	0
O=C(COc1ccc(-c2ccccc2)cc1)N1CCN(S(=O)(=O)Cc2ccccc2)CC1	-13%	-0.3%	-10%	-2	-1%	?	-5%	-7%	0%	-2%	33[activator]
CC1CC(C)CN(C/C=C/c2ccccc2[N+](=O)[O-])C1 (stereo not drawn)	-17%	0.3%	1%	5	1%	-12%	-1%	-6%	-1%	0%	-11
Cc1ccc2nc(C(F)(F)F)c(C#N)c(N)c2c1	17%	0.0%	16%	-2	4%	?	-5%	-7%	0%	12%	20
COc1ccc(-c2nc(CS(=O)CC(=O)NCc3ccc(C)cc3)c(C)o2)cc1OC (stereo not drawn)	-32%	0.4%	?	2	.	2%	5%	-3%	-3%	-2%	-3
Cn1c(NC(=O)c2ccccc2F)c(-c2cccs2)c(=O)c2ccccc21	11%	-0.1%	.	1	0%	9%	1%	0%	0%	3%	8
Cc1ccc(S(=O)(=O)Nc2nc(C)c(C(=O)NN)s2)cc1	-3%	0.3%	.	8	5%	?	7%	-3%	1%	0%	-1
CN(CCCC(=O)NCc1ccc2c(c1)OCO2)S(=O)(=O)c1ccc([N+](=O)[O-])cc1	-32%	-0.4%	6%	0	-1%	5%	-1%	-2%	4%	-11%	-7
CCC(=O)N1CN(S(=O)(=O)c2ccc(C)cc2)CC1C (stereo not drawn)	0%	-2.5%	3%	0	-10%	-1%	0%	-2%	-1%	-6%	-18
Cc1ccc(N(CC(=O)NCC2CCCO2)S(=O)(=O)c2ccc(Cl)cc2)cc1C (stereo not drawn)	?	-0.6%	.	.	1%	-2%	2%	0%	-5%	0%	18
CCOP(=O)(OCC)C(NC(=O)c1cccs1)c1ccccc1 (stereo not drawn)	-25%	-0.9%	-3%	0	0%	3%	1%	-3%	2%	0%	1
CCCCCN(C(=O)CSc1n[nH]c(-c2ccc(C)cc2)n1)c1c(N)n(CCCC)c(=O)[nH]c1=O	15%	-0.2%	.	.	.	?	4%	0%	.	1%	-14
Cc1cc(NC(=S)N(CCCN2CCOCC2)Cc2ccco2)ccc1Cl	1%	-0.1%	-10%	-3	-10%	0%	4%	0%	0%	-5%	-7
Cc1cc(C)c(NC(=O)COC(=O)C2=COCCO2)c(Cl)c1	21%	-0.9%	.	.	.	0%	.	0%	.	-3%	12
Cn1nc(C(=O)NCCc2ccc(S(N)(=O)=O)cc2)c2c1-c1ccccc1S(=O)(=O)C2	10%	-0.1%	0%	0	.	-21%	7%	-4%	9%	4%	6
CCC1(c2ccc(C)cc2)NC(=O)N(C(C)C(=O)Nc2ccc(N3CCOCC3)cc2)C1=O (stereo not drawn)	-12%	-0.2%	.	.	.	0%	1%	-1%	.	0%	-1
CS(=O)(=O)c1ccc(Cl)c(NC(=O)c2cc(S(=O)(=O)N3CCOCC3)ccc2N2CCCC2)c1	18%	0.4%	.	.	.	-9%	6%	-4%	.	8%	7

The list is partial; rates above refer to the full screens.
